TNAP activation fold: human TNAP enzyme activators, primary screen, biochemical, luminescent, no phosphate acceptor, uHTS (AID 1001). Alkaline phosphatase, tissue-nonspecific isozyme (Homo sapiens). 200,000 tested, 0.03% active. purified TNAP, luminescent activation assay, no phosphate acceptor; higher activation fold means a stronger effect. one-dose activation fold at 20 µM; EC50 in µM for titrated hits; in the data active = activation fold from about 3, or a potency from the dose series; inactive = the rest, 99 in 100 with activation fold below about 1.6; also: many of its hits are not listed in these tables
NOD1 NF-kB reporter: NOD1 signaling inhibitors, primary screen, cell-based, luminescence, uHTS (AID 1578); NOD1-driven NF-kB luciferase reporter cells, luminescence; higher % means a stronger effect; one-dose inhibition, % at 4 µM; EC50 in µM for titrated hits; 290,000 tested, 1% active; in the data active = inhibition mostly above about 36%, no sharp cut-off; inactive = mostly below about 34%;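 also: HEK-293T reporter cells stimulated with the NOD1 agonist gamma-tri-DAP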
Yfh1-depleted yeast: enhancers of respiration in Yfh1-depleted yeast, dose response, Friedreich's ataxia, plus single-dose screen (AID 1465). S. cerevisiae Yfh1-off respiration, WST-1 reduction, 72 h; higher fold induction means a stronger effect. one-dose fold induction at 50 µM; EC50 in µM for titrated hits. 220,000 tested, 0.074% active;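 active = fold induction of absorbance versus untreated yeast above a set limit, then at least 30% activation at any dose in follow-up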;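 also: activators that raise dye reduction in frataxin-depleted yeast; strong numbers were not always called active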
NOD2 inhibition: NOD2 signaling inhibitors, cell-based, luminescence, uHTS, HEK293 (AID 1566); HEK293 NOD2/NF-kB luciferase reporter, luminescence; higher % means a stronger effect; inhibition, % at 4 µM; hits with a dose series show EC50 in µM; 290,000 tested, 0.63% active; also: many of its hits are not listed in these tables
KOR beta-arrestin-1: KOR antagonists, beta-arrestin recruitment, cell-based, luminescence, uHTS (AID 1778); Kappa-type opioid receptor (Homo sapiens); KOR beta-arrestin recruitment, luminescence, antagonist mode; higher % means a stronger effect; one-dose inhibition, % at 10 µM; IC50 in µM for titrated hits; 290,000 tested, 0.091% active; also: strong numbers were not always called active
NTR1 ag: agonists of NTR1, primary screen, imaging, U2OS cells, beta-arrestin-GFP, high content (AID 493036) | activation, % at 20 µM | NTR1-U2OS beta-arrestin-GFP spot imaging, agonist mode | 330,000 tested, 0.17% active;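 active = activation at or above 40% of the spot to cytoplasm intensity ratio, with at least 20 cells analyzed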;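 also: 0% = DMSO without peptide and 100% = 100 nM NTR1 peptide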
Target sequence (P30989 whole entry, looked up): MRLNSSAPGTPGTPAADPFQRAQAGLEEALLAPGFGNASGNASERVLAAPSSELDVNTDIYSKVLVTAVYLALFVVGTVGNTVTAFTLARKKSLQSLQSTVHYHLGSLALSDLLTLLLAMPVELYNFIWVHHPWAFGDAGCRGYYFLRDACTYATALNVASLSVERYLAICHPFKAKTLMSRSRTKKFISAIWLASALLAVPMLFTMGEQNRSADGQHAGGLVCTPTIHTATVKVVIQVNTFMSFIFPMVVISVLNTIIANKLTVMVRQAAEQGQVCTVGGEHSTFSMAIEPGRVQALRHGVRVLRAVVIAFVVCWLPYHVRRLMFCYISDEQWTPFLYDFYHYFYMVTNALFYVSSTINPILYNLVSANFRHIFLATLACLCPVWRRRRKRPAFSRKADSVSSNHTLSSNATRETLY
GPR55 beta-arrestin: GPR55 agonists via beta-arrestin recruitment, primary screen, imaging, U2OS cells, beta-arrestin-GFP redistribution (AID 1961) | G-protein coupled receptor 55 (Homo sapiens) | U2OS GPR55 beta-arrestin-GFP redistribution imaging; higher % means a stronger effect | one-dose activation, % at 10 µM; EC50 in µM for titrated hits | 290,000 tested, 0.048% active;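 active = activation above 40% with more than 50 cells counted in the well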;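 also: U2OS osteosarcoma cells stably expressing GPR55 and beta-arrestin-GFP; plate controls were DMSO negative control for no effect and LPI positive control for full effect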
ER stress rescue: rescue of cells from ER stress-induced death, primary screen, 384-well, CSM14.1, thapsigargin, ATP luminescence (AID 1222) | 190,000 tested, under 10 active | cellular ATP content (survival), % at 20 µM, or EC50 in µM where a hit was titrated | CSM14.1 thapsigargin-induced death rescue, ATP luminescence; higher % means a stronger effect;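 active = EC50 below 50 µM in the dose-response confirmation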;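 also: death triggered by thapsigargin at about 15 µM added after 2 h compound pretreatment; cell ATP read after overnight thapsigargin exposure of roughly 18 to 22 hours; normalized against plate controls of thapsigargin alone and 5% DMSO vehicle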
KOR beta-arrestin-2: KOR agonists, beta-arrestin recruitment, primary screen, cell-based, luminescence, uHTS (AID 1777) | KOR beta-arrestin recruitment, luminescence; higher % means a stronger effect | one-dose activation, % at 10 µM; EC50 in µM for titrated hits | 280,000 tested, 0.02% active; in the data active = activation above about 50%, passing the limit was not always enough; also: a part of the inactive calls stands beside numbers as strong as those of hits
NTR1 ag cell count 20 µM: further read-out of NTR1 ag, marked with its call; cell count; measured here: cell count, cytotoxicity flag
An asterisk follows results filed as active; i = inactive; / = not tested or not shown; [ ] = another dose, or the depositor's remark. Rule as the data show it, unless noted: active = inhibition above about 50%; inactive = the rest. An excerpt, so the mix of outcomes need not match the whole.

SMILES | TNAP activation fold | NOD1 NF-kB reporter | Yfh1-depleted yeast | NOD2 inhibition | KOR beta-arrestin-1 | NTR1 ag | NTR1 ag cell count 20 µM | GPR55 beta-arrestin | ER stress rescue | KOR beta-arrestin-2
Cc1ccc(CNC(=O)C2CC(c3cccc([N+](=O)[O-])c3)=NO2)cc1 (configuration not stated) | 0.9 | -13.6% | i | -46.9% | -66.2% | -1.6 | 75 | -0.1% | -1.4% | -0.4%
Cn1c(SCC(=O)Nc2ccccc2)nnc1-c1ccc2nonc2c1 | / | -6.0% | i | 5.5% | 22.6% | 1.0 | 63 | -0.2% | / | 2.0%
CC(=O)c1ccc(N2C(=O)C3C4C=CC(CC4)C3C2=O)cc1 (configuration not stated) | / | -10.4% | / | -23.1% | -2.4% | -0.5 | 54 | -0.1% | / | -2.6%
COc1ccc(CN(C)Cc2nc3cc(OC)c(OC)cc3c(=O)[nH]2)c(OC)c1 | 1.3 | -23.0% | i | 12.1% | -52.8%[20 µM] | 1.5 | 52 | 0.2% | -1.4% | -3.3%
O=C(NCc1cn(-c2ccccc2)nc1-c1ccccc1)c1cc([N+](=O)[O-])cc([N+](=O)[O-])c1 | 1 | -10.6% | i | 23.3% | -2.5% | 3.6 | 69 | 0.8% | 12.9% | -2.7%
Cc1ccc(C(=O)COC(=O)CNC(=O)c2ccco2)cc1 | 1 | -0.2% | i | 18.1% | 7.0% | -1.4 | 89 | -0.1% | -1.0% | 4.4%
O=C(NCCCN1CCOCC1)c1ccc(NC(=O)C2COc3ccccc3O2)cc1 (configuration not stated) | 1.1 | -24.3% | i | 15.3% | -31.2% | -1.7 | 86 | -0.1% | 0.3% | -0.5%
CCN(CC)S(=O)(=O)c1ccc(Cl)c(C(=O)Nc2cc(C)nn2-c2ccccc2C(F)(F)F)c1 | 1 | -7.7% | i | 13.3% | 21.6% | -0.8 | 42 | 0.6% | 0.8% | -1.2%
Cc1sc(-c2ccncc2)nc1OC(=O)c1cc(Cl)cc(Cl)c1 | 1.1 | 1.0% | i | 3.5% | 17.9% | 3.8 | 27 | -0.1% | 2.2% | -6.0%
COc1ccc(OCCSc2nc(C)c(Cc3ccccc3)c(=O)[nH]2)cc1 | 1 | 10.2% | i | 25.5% | -9.1% | 2.4 | 51 | 0.0% | -2.4% | 3.3%
Cc1oc(S(=O)(=O)N2CCOCC2)cc1C(=O)Nc1ccc(Cl)cc1 | / | 0.4% | i | 21.3% | 32.0% | -0.7 | 57 | 0.6% | / | 0.8%
COC(=O)c1ccccc1NC(=O)c1ccc(NS(C)(=O)=O)cc1 | 1.1 | -35.4% | i | -1.6% | -28.2% | 0.6 | 45 | 0.2% | / | 0.9%
O=C(c1cc(-c2ccccn2)nc2ccc(Br)cc12)N1CCN(S(=O)(=O)c2ccccc2)CC1 | 1 | 9.4% | i | 30.3% | -120.2%[20 µM] | 4.6 | 44 | -0.1% | -2.3% | 1.8%
CC(C)(C)c1ccc(OCC(=O)N(c2ccccn2)C2CCCCC2)cc1 | 1.1 | 23.1% | i | 25.1% | 29.1% | 3.4 | 36 | 0.5% | 0.9% | 12.2%
O=C(NC(=S)N1CCN(C/C=C/c2ccccc2)CC1)c1ccc(F)cc1 | / | -11.5% | i | -9.2% | -50.6% | 0.2 | 39 | -0.2% | / | 0.8%
CCOC(=O)c1c(NC(=O)CSc2nnc3ccccn23)sc2c1CCC2 | 1.1 | -29.4% | i | 8.2% | 27.2% | 1.4 | 82 | 0.6% | -0.3% | 6.2%
O=C(CCC(NC(=O)OCc1ccccc1)C(=O)O)OCc1ccccc1 (configuration not stated) | / | -8.8% | / | 2.4% | -48.7% | -0.2 | 98 | -0.1% | / | -1.8%
c1ccc(-c2cc(-c3nc(-c4cccnc4)no3)c3ccccc3n2)cc1 | 1.1 | -30.4% | / | -14.5% | / | / | / | -0.2% | 0.5% | -7.1%
Cc1cccc(C)c1NC(=O)Cn1nc(-c2ccccc2)nc1-c1ccccc1 | 1.1 | -18.1% | i | -12.9% | 18.0% | 0.8 | 58 | -0.3% | -2.0% | -1.4%
COc1ccc(C2=NN(C(=O)c3cccs3)C(c3ccc(OC)cc3)C2)cc1 (configuration not stated) | 1 | 6.1% | i | 15.9% | -17.2% | 3.1 | 46 | 0.0% | 18.3% | 1.5%
CNc1c(-n2cc(C(=O)OC)c(C(=O)OC)c2C(=O)OC)c(=O)n(C)c(=O)n1C | / | 70.0% | / | 13.3% | -11.7% | -0.2 | 52 | 0.4% | / | -0.3%
Cc1ccccc1C(=O)Nc1ccc2c(c1)OCO2 | 1.1 | -24.6% | i | -62.3% | -0.7% | -0.2 | 45 | 0.0% | -3.2% | 2.5%
COCCCNC(=O)COC(=O)c1ccc(-c2nc3ccccc3s2)s1 | 1.1 | -56.5% | i | -31.8% | -72.6% | 6.1 | 40 | -0.3% | / | 7.6%
CCn1c(CNc2nc(-c3ccccc3)cs2)nnc1SCC(=O)NCc1ccccc1 | 1 | -11.7% | i | -9.6% | -10.7% | -1.2 | 89 | -0.4% | 1.1% | 2.5%
Cc1nc(C)c(-c2csc(NCc3ccco3)n2)s1 | 1.1 | -38.2% | i | 3.7% | -6.5% | 0.7 | 52 | 0.6% | 0.5% | -2.6%
Cc1cccc(Cn2c(N3CCCCC3C)nc3c2c(=O)[nH]c(=O)n3C)c1 (configuration not stated) | 1.1 | -41.9% | i | 9.1% | 21.0% | 1.5 | 57 | 0.0% | -2.1% | 4.2%
CCC(=O)Nc1cc(=O)[nH]c2ncnn12 | 1.1 | -10.6% | i | 18.8% | 7.1% | -0.5 | 102 | -0.1% | -0.3% | -2.4%
Cc1cc2cc(CN(CCCN3CCOCC3)C(=O)NC3CCCCC3)c(=O)[nH]c2cc1C | 1 | -42.4% | i | -7.0% | 21.1% | -1.8 | 79 | 0.3% | / | -3.6%
CSCC[C@H](NC(=O)OCc1ccccc1)C(=O)O | 1.1 | -15.3% | i | 0.2% | -32.6% | 0.1 | 54 | -0.1% | -1.8% | 0.7%
CCOC(=O)c1cc(NC(=O)c2cccnc2)ccc1N1CCOCC1 | 1 | -8.0% | i | 22.4% | -31.7%[20 µM] | -1.1 | 71 | -0.1% | 0.7% | /
CN(c1nc2c(c(=O)n(C)c(=O)n2C)n1CC(=O)c1ccccc1)C1CCCCC1 | 1.1 | -12.9% | i | -12.7% | 22.4% | 1.6 | 35 | -0.2% | -0.2% | 0.1%
CNc1ncc(C(=O)c2ccc(Cl)cc2)s1 | 1 | -15.0% | i | -128.6% | -11.5% | 0.2 | 88 | -0.1% | -0.6% | -0.9%
O=C(c1cc[n+]([O-])cc1)N1CCCC(N2CCN(c3cccc(C(F)(F)F)c3)CC2)C1 (configuration not stated) | / | 11.6% | / | -30.0% | -7.9% | 1.3 | 66 | -0.1% | / | 3.2%
CC1(C)CC(=O)C2=C(C1)OC(N)=C(C#N)[C@@H]2c1ccccc1[N+](=O)[O-] | / | -6.9% | i | -11.8% | -3.4% | -1.2 | 55 | 0.4% | / | 5.9%
CCn1c(SCC(=O)Nc2ccc(C(C)=O)cc2)nc2nc3c(cc2c1=O)COC(C)(C)C3 | / | -4.5% | i | 20.1% | 17.0% | 2.0 | 43 | -0.1% | / | 0.8%
CCN(CC)C(=O)C1CCCN(Cc2ccccc2F)C1 (configuration not stated) | 0.9 | 15.7% | i | 7.5% | 8.3% | 0.0 | 98 | -0.1% | 0.9% | -8.5%
CCc1ccc(/C=C2\SC(=S)N(CCCC(=O)Nc3ccccn3)C2=O)cc1 | 1 | 27.1% | i | 24.5% | -27.5% | 7.5 | 49 | 0.9% | 1.5% | 7.1%
COc1cccc(C2C(C(=O)c3sc(C)nc3C)=C(O)C(=O)N2CCN(C)C)c1OC (configuration not stated) | 1.1 | 3.8% | / | 1.0% | -2.7% | / | / | 0.1% | 4.5% | 3.6%
Cc1nn(Cc2cccc(F)c2)c(C)c1NC(=O)c1ccc(COc2ccccc2Cl)cc1 | 1.1 | 27.0% | i | -164.3% | -13.4% | -1.7 | 46 | -0.1% | 10.7% | -1.9%
CC(=O)Nc1ccc(S(=O)(=O)NCc2ccc(C)cc2)cc1 | 1.1 | 2.4% | i | -1.9% | -60.1% | 0.7 | 90 | -0.1% | -2.9% | 1.9%
COc1ccccc1-n1cc(C(=O)NCC(=O)N2CCN(c3ccccn3)CC2)c2ccccc2c1=O | / | 3.9% | i | 1.4% | -4.2% | 0.0 | 55 | -0.1% | / | 1.5%
COc1cccc(C(=O)Nc2cccc(NC(=O)c3cccs3)c2)c1 | / | -49.6% | / | -4.6% | -5.1% | 1.0 | 62 | -0.1% | / | -3.3%
O=C(c1cc2ccccc2o1)N1CC=C(c2ccccc2)CC1 | / | -7.3% | i | 8.1% | 7.5% | 0.2 | 51 | 0.1% | / | -0.5%
CCC(C)NS(=O)(=O)c1ccc(NC(=O)c2ccc([N+](=O)[O-])cc2Cl)cc1 (configuration not stated) | 1.1 | -20.1% | i | -26.8% | 2.6% | 2.3 | 69 | -0.3% | -0.9% | -4.8%
c1ccc2[nH]c(SCc3cn4ccccc4n3)nc2c1 | 2.8 | -20.3% | i | -6.0% | -19.3% | -2.4 | 83 | 0.1% | -1.3% | -4.0%
Cc1[nH]c2ccc(C(=O)NCCCN3CCCCC3)cc2c1C | / | -2.7% | / | 13.2% | -21.1% | -0.7 | 66 | -0.1% | / | 1.6%
COc1ccc(OC)c(NC(=O)CCN2CCN(C/C=C/c3ccccc3)CC2)c1 | / | -18.0% | / | 15.4% | -44.7%[20 µM] | 1.4 | 66 | 1.5% | / | -1.3%
CCC(Sc1ccc2nnc(-c3ccc(OC)c(OC)c3)n2n1)C(=O)O (configuration not stated) | 1.1 | -4.8% | i | -7.0% | -7.2% | -0.7 | 56 | 0.4% | -0.6% | -2.5%

Some of the entries so far, comma-delimited.
structure,TNAP activation fold,NOD1 NF-kB reporter,Yfh1-depleted yeast,NOD2 inhibition,KOR beta-arrestin-1,NTR1 ag,NTR1 ag cell count 20 µM,GPR55 beta-arrestin,ER stress rescue,KOR beta-arrestin-2
CC(=O)c1ccc(N2C(=O)C3C4C=CC(CC4)C3C2=O)cc1 (configuration not stated),/,-10.4%,/,-23.1%,-2.4%,-0.5,54,-0.1%,/,-2.6%
COc1ccc(CN(C)Cc2nc3cc(OC)c(OC)cc3c(=O)[nH]2)c(OC)c1,1.3,-23.0%,i,12.1%,-52.8%[20 µM],1.5,52,0.2%,-1.4%,-3.3%
O=C(NCc1cn(-c2ccccc2)nc1-c1ccccc1)c1cc([N+](=O)[O-])cc([N+](=O)[O-])c1,1,-10.6%,i,23.3%,-2.5%,3.6,69,0.8%,12.9%,-2.7%
Cc1ccc(C(=O)COC(=O)CNC(=O)c2ccco2)cc1,1,-0.2%,i,18.1%,7.0%,-1.4,89,-0.1%,-1.0%,4.4%

Screens (PubChem BioAssay)
